# IkB sig inh = IkB pathway inhibition in ABC-DLBCL cells | ABC-DLBCL IkBa-CBG/CBR dual luciferase ratio, 4 h; response scale: scaled: untreated 0%, proteasome inhibitor 100% | 110,000 compounds, 0.04% hits | Potency, µM (doses to about 57.1 µM), for the others: top-dose IkBa stabilization activation; active means well fitted curve in the direction sought with a large enough effect in the signal ratio, not every such curve was filed as active; inconclusive means small, poorly fitted or top-dose-only effect, or a change in a side signal; the % refers to the signal ratio;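 further: the direction sought is a rising ratio; 0% = basal untreated cells and 100% = reference inhibitor full response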
#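 Luminescence ratio of IκBα-fused green versus native red beetle luciferase in OCI-Ly3 cells, 4 h post-doxycycline with compound; red signal alone, scaled from basal (0%) to zero light (-100%), flagged nonspecific or cytotoxic effects.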
# Imprint erasure = genomic imprint erasure induction. mouse ES Peg3-LacZ reporter, beta-gal luminescence, 40 h. Potency, µM (highest dose often 60.7 µM), for the others: at the top dose activity change, positive = activation, actives largely listed as activators. 110,000 compounds, 0.02% hits. AID 1948;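 further: 0% = negative control wells on the plate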
#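 Readout: BetaGlo luminescence (5 min, room temp) for LacZ from the normally silent maternal Peg3 allele in female Peg3LacZ-Neo ES cells. Cells 300/well, 40 h, 37C, 5% CO2. Data normalized per plate to negative controls.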
# p53ts 39C tox = cytotoxicity in p53ts cells at nonpermissive temperature; AID 902; H1299-p53A138V viability at 39C, ATP luminescence, 24 h; 130,000 compounds, 1.5% hits; Potency, µM (top dose mostly 46.1 µM), inactives show at the highest dose activity change, negative = cell killing, most hits filed as cytotoxic; further: nearly all actives have a fitted effect of over 55% in size
# p53ts 32C tox = kills p53ts cells at the permissive temperature. Potency, µM (titrated, usually from 46.1 µM), for inactives: top-dose activity change, negative = cytotoxicity, usual class: cytotoxic. H1299-p53A138V at 32C, ATP luminescence viability, 24 h. AID 924. 130,000 compounds, 0.93% hits;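 further: 0% = DMSO and -100% = full killing by reference compound; nearly all actives have a fitted effect of over 55% in size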
#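 H1299-p53 A138V cells (temperature-sensitive p53) exposed 24 h to up to 46 uM compound at 32C, where p53 is wild-type in conformation. Viability read as ATP luminescence and normalised to DMSO and 100 uM tamoxifen. AC50 fitted with the Hill equation.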
# Starred values were filed as active, the others as inactive; ? = inconclusive; . = not tested or not shown; [ ] = remark or other dose. Unless noted, the call rests on the fitted dose curve; in most records, active means well fitted curve in the direction sought with a large enough effect; inconclusive means small, poorly fitted or top-dose-only effect, or another doubt; inactive means no such curve, though single readings can be large; an effect the other way counts as inactive or inconclusive. Unless noted, on the % scale 0 is the no-effect control and ±100 the full control effect; potency means the concentration at half of the fitted maximal effect. Random draw from the library, and some 1.8% of all compounds hit somewhere here.
SMILES,IkB sig inh,Imprint erasure,p53ts 39C tox,p53ts 32C tox
Cc1ccccc1OCC(=O)Nc1ccc2nc(SCC(N)=O)sc2c1,?,-11%[10.9 µM],-16%,-21%
Cc1ccc(C2Nc3ccccc3-c3nc4ccccc4n32)o1 (centres undefined),-0.9%,-77%[inhibitor],-6%,-13%
Cc1ccc(N(Cc2cccs2)C(=O)c2ccco2)cc1,-0.4%,-11%[10.9 µM],27%,7%
Cc1ccc(C)c(NC(=O)CSc2nnc(CNC(=O)c3ccccc3)n2-c2ccccc2)c1,?,-7%[10.9 µM],14%,-4%
Cc1cn(S(=O)(=O)c2ccc(F)c(Cl)c2)cn1,0.6%,-5%[10.9 µM],3%,-6%
Cc1cc2n(n1)CCCN2C(=O)Nc1ccc(Cl)cc1,0.1%,-10%[10.9 µM],30%[activator],10%
Cc1n[nH]c(=O)nc1NC1CCCCC1,0.1%,0%,3%,0%
CN(C)S(=O)(=O)c1ccc(S(=O)(=O)Nc2ccc3c(c2)oc2ccccc23)cc1,?,-2%,-22%,12%
COc1cc2nc(N3CCN(C(=O)[C@@H]4CCCO4)CC3)nc(N)c2cc1OC,0.7%[25.6 µM],-59%[inhibitor][16.8 µM],2%[20.6 µM],-9%[20.6 µM]
Cc1cc(C)cc(NC(=O)CSCc2cc(=O)c3cc(Cl)ccc3[nH]2)c1,?,-3%[10.9 µM],-8%,-2%
CCOc1ccc(CNS(=O)(=O)c2cc(-c3cc(C)no3)ccc2C)cc1OC,-0.4%,-9%[10.9 µM],-3%,0%
CCN(Cc1ccccc1)C(=O)c1cnn(-c2ccc(F)cc2)c1-n1cccc1,?,10%[10.9 µM],-8%,7%
COc1cccc(S(=O)(=O)Nc2ccc(C(=O)NCc3ccco3)cc2)c1,2.9%,0%,-14%,-11%
CC(=O)Nc1ccc(NC(=O)C2CC(=O)N(c3cccc(C)c3C)C2)cc1 (centres undefined),1.5%,5%,1%,-1%
Cc1oc2ncnc(N3CCOCC3)c2c1C(=O)N(Cc1ccccc1)C(C)C,0.9%,5%[10.9 µM],6%,11%
O=C(O)c1ccccc1OP(=O)(O)O,1.0%[25.6 µM],-20%,3%,11%
COC(=O)c1sc(NC(=O)c2cc3nc(-c4ccc(Br)cc4)cc(C(F)(F)F)n3n2)c(C(=O)OC)c1C,1.6%,-11%[10.9 µM],-9%,4%
COc1cccc(C(=O)Cn2c(=N)n(C)c3ccccc32)c1,?,-83%[inhibitor],5µM*,3.2µM*
CCc1cccc(NC(=O)CCc2c(C)nc3c(-c4ccccc4)c(C)nn3c2C)c1,?,-6%[10.9 µM],-23%,0%
CCc1noc(C)c1C(=O)N1CCCC1,2.1%,-12%,5%,2%
CCCCCc1nnc(NC(=O)Cc2cccs2)s1,-0.1%,-9%,15%,17%
COc1ccc(OC)c(/C=C(/C#N)c2nc(-c3ccc(-c4ccccc4)cc3)cs2)c1,6.8%,5%[10.9 µM],6%,3%
Cc1csc(Sc2ccc(C(=O)OCC(=O)Nc3ccc(F)cc3[N+](=O)[O-])cc2[N+](=O)[O-])n1,.,.,1%,-6%
CCCN1Cc2cccc(C(=O)NCc3ccccc3)c2C1=O,0.2%,-18%,14%,16%
Cc1cccc(C)c1OCCOCCN1CCN(C)CC1,-1.9%,-11%,-4%,-1%
# Next results
SMILES,IkB sig inh,Imprint erasure,p53ts 39C tox,p53ts 32C tox
CCN(CC)S(=O)(=O)c1ccc(/C(O)=C2/C(=O)C(=O)N(CCOC)C2c2ccccc2)cc1 (centres undefined),3.9%,7%,-12%,0%
Cc1ccc(Cn2c(SCC(=O)C(C)(C)C)nc3ccsc3c2=O)cc1,-1.1%,-18%[10.9 µM],8%,0%
CCOC(=O)N1CCN(c2c(NCCCN(CC)Cc3ccccc3)c(=O)c2=O)CC1,0.0%,-3%,-3%,10%
CCn1cc(C(=O)NCc2ccccc2Cl)c(=O)c2cc(S(=O)(=O)N3CCc4ccccc4C3)ccc21,-0.7%,-4%[10.9 µM],16%,0%
CC(=O)Nc1ccc2ccc3cccc4ccc1c2c34,.,.,3%,-7%
COc1ccc2c(c1OC)C(=O)OC2Nn1cncn1 (centres undefined),-2.6%,1%,10%,-1%
COc1ccc(-c2nc(N3CCCC3)nc3nn4c(C)cc(C)nc4c23)cc1,0.7%,-9%,-1%,8%
COc1ccccc1-c1noc(-c2ccccc2)n1,?,-70%[inhibitor],?,?
CCOC(=O)C1CCCN(C(=O)Cn2ncc3c([nH]c4ccc(C)cc43)c2=O)C1 (centres undefined),?,-7%[10.9 µM],-3%,4%
NC(=O)C1(N2CCCCC2)CCN(C(=O)CSc2nc3ccccc3s2)CC1,1.4%,-16%,-1%,-9%
N#Cc1ccc(CN2CCC3(CC2)CCN(C(=O)c2cnccn2)CC3)cc1,2.6%[11.4 µM],.,-6%,-2%
CN1CC[C@@]2(CCCN(C(=O)c3cccc(F)c3)C2)C1,-1.3%[11.4 µM],.,3%,-5%
NCc1ccc(S(N)(=O)=O)cc1,-0.9%[25.6 µM],-13%,-7%,3%
CCOC(=O)c1cc2c(=O)n3ccccc3nc2n(Cc2ccco2)c1=NC(=O)c1ccc(Br)cc1,2.8%,-17%[10.9 µM],-10%,0%
CCc1cc2c(=O)c(-c3nc4ccccc4n3C)c(C)oc2c(CN2CCN(CCO)CC2)c1O,.,.,-2%,-17%
COc1ccc(-c2cc(C(F)(F)F)n3nc(C)c(-c4ccccc4)c3n2)cc1OC,2.1%,4%[10.9 µM],6%,0%
CCCCOc1c(Cl)cc(CNC(C)(C)CO)cc1OCC,0.5%,-1%,2%,8%
CCc1ccccc1NC(=O)Nc1nnc(N2CCCC2)s1,-0.4%,-9%[10.9 µM],-1%,7%
Cc1ccc(NS(=O)(=O)c2cccc(C(=O)N3CCOCC3)c2)cc1,1.4%,-11%,3%,2%
CN(Cc1ccccc1)c1ccc(-c2nc(-c3cccnc3)no2)cc1[N+](=O)[O-],?,-9%[10.9 µM],-4%,23%
Cc1ccc(N(CC(=O)NCc2ccncc2)S(C)(=O)=O)cc1,.,.,-7%,-16%
O=C(CCCOc1ccccc1)Nc1nnc(C2CCCO2)s1 (centres undefined),-1.2%,-9%,2%,10%
CN(Cc1ccccc1)C(=O)c1cc(-c2ccc(Br)cc2)on1,-1.4%,-4%,-14%,-3%
Cc1ccccc1Nc1c(-c2ccc(N3CCOCC3)cc2)nc2ncccn12,1.7%,-9%[10.9 µM],4µM*,13µM*
c1ccc(Cn2nnc3c(N4CCN(Cc5ccc6c(c5)OCO6)CC4)ncnc32)cc1,?,-20%,7%,0%
# Next part
SMILES,IkB sig inh,Imprint erasure,p53ts 39C tox,p53ts 32C tox
COc1ccc(CNC(=O)C(C)Cc2ccccc2)cc1O (centres undefined),.,-8%,4%,3%
Cc1ccc(S(=O)(=O)N2CCC(C(=O)N3CCC(C(=O)NCC4CCCO4)CC3)CC2)cc1 (centres undefined),-0.6%,-26%,-8%,-3%
CCc1ccc(CCC(=O)Nc2nc(CC(C)=O)ns2)o1,2.6%,-1%,3%,1%
CC(=O)Nc1cccc(NC(=O)CCn2c(=O)sc3ccccc32)c1,1.2%,-5%,-13%,1%
COc1ccc(/C(O)=C(\C#N)c2nc3ccccc3n2C)cc1OC,7.5%,2%,-18%,-5%
COc1ccc(-c2c(C#N)c(SCC(=O)Nc3ccc(C)c(C)c3)nc(C)c2C(=O)Nc2ccc(Cl)cc2)cc1,?,-13%[10.9 µM],-1%,18%
CCc1ccc(C(=O)c2cn(CC(=O)NCCc3ccc(OC)c(OC)c3)c3nc(C)ccc3c2=O)cc1,-2.4%,-4%[10.9 µM],-18%,8%
O=C(NCCSc1c[nH]c2ccccc12)c1ccc(Br)o1,-1.3%,-8%,-15%,4%
Cc1ccc(OCc2nn3c(-c4n[nH]c5c4CCC5)nnc3s2)cc1,-0.4%,-3%,13%,7%
CC(=O)N1CCCc2cc(S(=O)(=O)N3CCC(C(=O)N(C)C4CCCCC4)CC3)ccc21,1.4%,20%[10.9 µM],?,2%
O=C(c1cc2ccccc2oc1=O)N1CCN(c2ccccn2)CC1,0.5%,4%,12%,4%
COc1ccc(C)cc1NS(=O)(=O)c1ccc2oc(=O)c3ncn(C)c3c2c1,-0.1%,9%[10.9 µM],?,?
O=c1c(O)c(-c2ccccc2)oc2ccccc12,.,-35%[inhibitor],?,?
COc1ccc2c(c1)OC1(O)COc3cc(OC)c(OC)cc3C1=C2 (centres undefined),.,-10%,-6%,-2%
Cc1cccc(-n2c(Cc3cc(=O)[nH]c(=O)[nH]3)nnc2SCC(=O)NCc2ccco2)c1,1.2%,-2%,1%,-2%
CC(C)n1c(=O)c2oc3ccccc3c2n(Cc2ccccc2F)c1=O,0.2%,-15%[10.9 µM],-2%,6%
CC(=O)c1ccc(NC(=O)N[C@@H](CC(C)C)C(=O)O)cc1,0.2%,-11%,4%,-2%
O=C(CCSCc1ccccc1F)N1CCN(c2ccccn2)CC1,-0.3%,20%,-12%,-5%
CCC(C)NC(=O)C1CCN(C(=O)c2ccccc2)CC1 (centres undefined),.,.,8%,1%
NC(N)=NC[C@@H]1CCCCCCN1,1.4%[11.4 µM],-9%[10.9 µM],-2%[9.22 µM],-1%[9.22 µM]
COc1ccc(C)cc1S(=O)(=O)Nc1cccc(-c2ccc(N3CCCC3)nn2)c1,1.9%,-8%[10.9 µM],-5%,-11%
C[C@H](N)C(=O)O,-0.1%,2%,-4%,-4%
O=C(NCc1ccc2c(c1)OCO2)c1ccc(NS(=O)(=O)c2ccc3c(c2)OCCO3)cc1,8.1%,-12%,-2%,9%
Cc1cc(C)cc(NC(=O)CCS(=O)(=O)c2ccc3c(c2)oc(=O)n3C)c1,2.0%,5%[10.9 µM],23%,3%
Cc1cc(C)c(C)c(S(=O)(=O)Nc2ccccc2C(=O)O)c1C,.,.,4%,-2%
# The list continues:
SMILES,IkB sig inh,Imprint erasure,p53ts 39C tox,p53ts 32C tox
CCOC(=O)c1ccccc1NC(=O)c1ccccc1SC,-0.4%,-12%,-5%,2%
COc1ccccc1NC(=O)N(c1c(N)n(Cc2ccccc2)c(=O)[nH]c1=O)C1CCCC1,0.4%,8%,10%,3%
Cn1c(=O)c2cc(S(=O)(=O)N3CCN(c4cccc(C(F)(F)F)c4)CC3)ccc2n(C)c1=O,-0.3%,-4%,4%,5%
C=Cc1ccc([C@H]2N[C@@H](C(=O)O)CC[C@@H]2C)cc1,.,.,2%[9.22 µM],0%[9.22 µM]
COc1ncnc(OC)c1NC(=O)c1ccc(F)cc1,0.3%,-1%,1%,7%
Cc1nc2cc(-c3cccc(F)c3)nn2c(C)c1CCC(=O)NC1CCCCC1,?,-4%[10.9 µM],-13%,-1%
Cc1cc(C(F)F)n2ncc(C(=O)N3CCCCC3)c2n1,.,.,3%,-1%
COc1cc(OC)cc(C(=O)Nc2ccc(S(=O)(=O)N(C)C)cc2)c1,4.2%,-13%,-24%,-10%
C=CCc1c(C)nc2nc(SCC(=O)Nc3ccc(OCC)cc3)nn2c1C,?,-14%[10.9 µM],26%,-3%
Cc1csc(NC(=O)c2nc3nccc(C)n3n2)n1,-0.6%,-51%[inhibitor],-22%,-20%
CC1CCCN(C(=O)COC(=O)c2n[nH]c3ccccc23)C1 (centres undefined),5.5%,-34%[inhibitor],?,?
CC1CCCN(c2nc3ccsc3c(=O)s2)C1 (centres undefined),1.9%,-22%,-21%,-18%
COc1ccc(OCCC(=O)NC2=NCCS2)cc1,0.2%,-9%,5%,-2%
CN1CCN(c2nc(N3CCN(CCO)CC3)nc3ccccc23)CC1,0.3%,-7%,-2%,-2%

# Exported as labelled records: four of the compounds above.
> CCOC(=O)c1ccccc1NC(=O)c1ccccc1SC
  IkB sig inh: -0.4%	Imprint erasure: -12%	p53ts 39C tox: -5%	p53ts 32C tox: 2%
> COc1ccccc1NC(=O)N(c1c(N)n(Cc2ccccc2)c(=O)[nH]c1=O)C1CCCC1
  IkB sig inh: 0.4%	Imprint erasure: 8%	p53ts 39C tox: 10%	p53ts 32C tox: 3%
> Cn1c(=O)c2cc(S(=O)(=O)N3CCN(c4cccc(C(F)(F)F)c4)CC3)ccc2n(C)c1=O
  IkB sig inh: -0.3%	Imprint erasure: -4%	p53ts 39C tox: 4%	p53ts 32C tox: 5%
> C=Cc1ccc([C@H]2N[C@@H](C(=O)O)CC[C@@H]2C)cc1
  IkB sig inh: .	Imprint erasure: .	p53ts 39C tox: 2%[9.22 µM]	p53ts 32C tox: 0%[9.22 µM]

# Source: PubChem
